GPR151 ag: activators of human GPR151, primary screen, cell-based, PathHunter beta-arrestin, luminescence | PathHunter beta-arrestin GPR151 cells | activation, % at 11.2 µM | 650,000 compounds, 1% hits; in the data active means activation above about 4.9%;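 further: 0% = median of compound wells and 100% = cells with positive control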
Target sequence (Q8TDV0 whole entry, looked up): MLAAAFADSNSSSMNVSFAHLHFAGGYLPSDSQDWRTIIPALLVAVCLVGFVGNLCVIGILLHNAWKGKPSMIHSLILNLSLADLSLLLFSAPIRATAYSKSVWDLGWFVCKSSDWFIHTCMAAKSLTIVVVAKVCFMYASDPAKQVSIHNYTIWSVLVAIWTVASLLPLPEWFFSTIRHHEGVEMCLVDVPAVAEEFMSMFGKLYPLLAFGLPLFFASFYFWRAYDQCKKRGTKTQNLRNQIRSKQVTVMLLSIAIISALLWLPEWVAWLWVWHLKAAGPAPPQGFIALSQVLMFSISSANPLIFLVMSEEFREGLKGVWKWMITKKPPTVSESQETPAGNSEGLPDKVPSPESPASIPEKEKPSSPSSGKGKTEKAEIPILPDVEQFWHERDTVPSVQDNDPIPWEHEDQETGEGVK
TEAD-YAP block: TEAD-YAP interaction inhibition, primary screen, TEAD-YAP interaction inhibitor project, luminescence, HEK-TIYL cells; 640,000 compounds, 1.4% hits; TEAD-Gal4/YAP UAS-luciferase luminescence; inhibition, % at 9.12 µM; AID 1259422, 2018; in the data active means inhibition above about 32%;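 further: 0% = median of test compound wells and 100% = reference inhibitor wells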
MITF primary: MITF inhibitors, primary screen, biochemical, AlphaScreen, human; AID 1259374, 2018; inhibition, % at 2.6 µM; AlphaScreen MITF homodimerization, bead proximity signal; Microphthalmia-associated transcription factor (Homo sapiens), O75030; 650,000 compounds, 0.91% hits; in the data active means inhibition above about 50%;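 further: 0% = vehicle wells with protein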
Target sequence (O75030 whole entry, looked up): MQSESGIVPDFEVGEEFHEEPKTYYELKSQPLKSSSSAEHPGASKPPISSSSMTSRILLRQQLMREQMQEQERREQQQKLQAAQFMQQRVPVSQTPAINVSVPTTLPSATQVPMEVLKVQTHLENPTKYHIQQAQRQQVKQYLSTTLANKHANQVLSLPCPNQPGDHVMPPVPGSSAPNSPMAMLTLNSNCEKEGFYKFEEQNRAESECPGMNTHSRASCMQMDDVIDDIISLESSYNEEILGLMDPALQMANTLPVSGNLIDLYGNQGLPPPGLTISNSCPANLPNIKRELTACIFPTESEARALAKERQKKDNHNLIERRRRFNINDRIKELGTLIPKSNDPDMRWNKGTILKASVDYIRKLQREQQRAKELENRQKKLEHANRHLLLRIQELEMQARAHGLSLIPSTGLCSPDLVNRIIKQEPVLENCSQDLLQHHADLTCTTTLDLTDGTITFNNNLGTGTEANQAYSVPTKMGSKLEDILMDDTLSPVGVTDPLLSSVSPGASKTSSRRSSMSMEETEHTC
FBW7 activator: FBW7 E3 ligase activators, primary screen, biochemical, AlphaScreen, human; AlphaScreen FBW7–phospho-cyclin E peptide binding, activator screen; 650,000 compounds, 0.13% hits; normalized activity (activation), % at 26.1 µM; in the data active means normalized activity above about 1.9%;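 further: purified mutant Fbw7 with reduced substrate affinity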
An asterisk follows results filed as active; . = no result given; & = joins results of further samples.

mol	GPR151 ag	FBW7 activator	MITF primary	TEAD-YAP block
O=C1NC(=S)N(c2ccccc2)C(=O)/C1=C/c1ccc(O)c(O)c1	-0.9	-0.1	1.7	-12.2
Cc1cc(C)n2nc(N)c([N+](=O)[O-])c2n1	0.0	0.8	5.2	0.5
CCCCC(=O)N1CCN(c2ccccc2OCC)CC1	-0.4	-0.3	-3.0	4.5
O=C(Nc1ccc(F)cc1)N1CCN(C2CCCC2)CC1	0.6	0.0	-11.1	4.2
Nc1nc(Nc2nccc3ccccc23)nc2c1ncn2CCN1CCCC1=O	2.2	0.3	15.9	-6.5
Cc1ccc(-c2c3c(nc4sc(C(=O)Nc5ccccc5C)c(N)c24)CCC3)cc1	-1.8	0.1	14.1	11.2
COc1cc(NC(=O)C2CCCN2S(=O)(=O)c2cccc3nsnc23)cc(OC)c1 (stereo not given)	-0.1	-0.1	1.6	-6.6
COc1cc(C2NC(=O)NC(C)=C2C(=O)OC2CCCCC2)cc(Br)c1O (stereo not given)	-0.9	0.1	4.8	-6.0
Cc1oc(-c2cccc([N+](=O)[O-])c2)cc1C(=O)O	-1.8	-0.1	8.6	-17.6
CCCOC(=O)c1c(NC(=O)CCc2ccc(OC)cc2)sc2c1CCCCC2	-0.9	0.1	9.9	8.7
Cc1nc2cc(C(=O)NCCC3=CCCCC3)ccc2n1-c1ccc(Br)cc1	0.2	-0.1	2.3	-6.5
O=C(Nc1nc(C(=O)N2CCc3ccccc3C2)cs1)c1ccccc1	1.1	-0.1	-0.4	-1.8
Cc1ccc(CNc2nc3c(s2)CCCC3)cc1	-1.7	0.2	19.1	-3.5
COc1cc(-c2ccc(N=Nc3ccc4c(S(=O)(=O)O)cc(S(=O)(=O)O)c(N)c4c3O)c(OC)c2)ccc1N=Nc1ccc2c(S(=O)(=O)O)cc(S(=O)(=O)O)c(N)c2c1O	-1.6&1.3	-0.2&-0.3	77.4*	.
O=C1c2ccccc2C(=O)N1c1ccc(Cl)c([N+](=O)[O-])c1	-0.7	-0.1	-13.3	1.1
Cc1ccc(CNC(=O)C2CCN(CC(C)C)CC2)cc1	2.7	-0.2	38.9	-0.4
Cc1cc(NC(=O)COc2ccc(Br)cc2Br)no1	1.6	-0.1	-6.9	-69.2
Cc1ccoc1C(=O)N1CCc2c(cnc(C)c2CNS(=O)(=O)N(C)C)C1	-0.3	1.1	19.1	5.7
O=C(Nc1ccc(Br)cc1)c1nn2c(C(F)(F)F)cc(-c3ccc(Br)cc3)nc2c1Cl	0.2	0.3	1.6	0.6
CC(C)N1CCN(C(=O)CC2(c3ccccc3)CC(=O)N(Cc3cccnc3)C2=O)CC1 (stereo not given)	-0.2	0.9	28.6	8.1
CC(C)Cn1c2c(c(=O)[nH]c1=O)C(NC(=O)c1ccccc1)(C(F)(F)F)C(=O)N2 (stereo not given)	2.1	0.5	16.6	8.0
N=c1occ(C(=O)c2cc(Br)ccc2O)cc1C(=O)NC1CCCCC1	-0.3	-0.2	7.9	2.6
COc1ccc(CCNc2nc(Nc3cnccn3)ncc2C)cc1	-1.2	0.3	13.1	10.7
Cc1ccc(OCC(=O)Nc2ccc(F)cc2F)c([N+](=O)[O-])n1	2.2	0.0	-8.9	-59.0
CC(=O)c1ccccc1OC(=O)c1ccc(C)cc1	1.3	0.1	1.8	-4.9
COc1ccc(OCc2cn3c(C)cc(C)nc3n2)cc1	1.7	0.1	14.8	-10.0
O=C(COC(=O)C1CCC(=O)N1)Nc1nc2ccccc2s1 (stereo not given)	6.0*	0.0	6.7	-4.2
C=CCOC(=O)C1=C(C)Nc2[nH]c(=O)[nH]c(=O)c2C1c1ccccc1OC (stereo not given)	-1.3	0.3	-3.3	2.5
Cc1ccc(-c2nc(-c3ccccc3)no2)cc1	-0.2	0.0	-6.0	-42.1
C/C(CC(=O)Nc1ccc2c(c1)OCCO2)=N\NC(=O)c1ccc(C(C)(C)C)cc1	0.8	0.7	-2.9	0.6
Cc1ccc(Nc2nc(NCCO)c3ccccc3n2)cc1C	2.7	-0.2	14.3	5.4
COc1cccc(-n2cc(C(=O)NCCC(=O)Nc3ccc(Cl)cn3)c3ccccc3c2=O)c1	-1.2	-0.3	-0.3	-16.6
CCOC(=O)c1nnc(-c2cccs2)nc1NC(C)C	-0.2	-0.1	-3.4	1.0
COc1cccc(-c2ccc3c(c2)COC2(CCN(C(C)=O)CC2)O3)c1	-1.3	0.0	22.9	5.6
CCOC(=O)N1CCN(Cc2ccc([N+](=O)[O-])cc2)CC1	0.7	-0.2	-7.2	0.6
Clc1ccc(Cl)c(CSc2nnc(-c3ccccc3)n2Cc2ccccc2)c1	-1.1	-0.1	8.4	-13.4
O=C(NC(c1ccccn1)c1cccs1)C1CCN(C(=O)CCc2ccccc2)CC1 (stereo not given)	0.3	-0.2	1.8	4.3
O=[N+]([O-])c1ccccc1S(=O)(=O)N1CCN(Cc2cccnc2)CC1	-1.0	-0.4	73.9*	-13.2
O=C(CN1CCCC1)Nc1cccc(Cl)c1	-0.7	0.0	11.3	-6.0
CC(C)(C)C1CCc2c(sc3nn[nH]c(=O)c23)C1 (stereo not given)	0.8	-0.1	3.8	7.0
Cc1c(Cl)cccc1Nc1nncc(=O)[nH]1	-0.9	0.0	-5.4	2.1
CC(C)NC(=O)C12CCC(C)(C(=O)O1)C2(C)C (stereo not given)	0.4	0.9	17.8	-6.4
CCOC(=O)c1sc(NC(=O)CSc2nnc(CNC(=O)c3ccc([N+](=O)[O-])cc3)n2-c2ccc(F)cc2)c(C(=O)OCC)c1C	0.3	0.2	2.8	9.2
O=S(=O)(NCC1COc2ccccc2O1)c1ccc(F)cc1F (stereo not given)	0.6	-0.2	-8.4	-0.1
CCOc1ccccc1C(=O)Nc1ccc(C(F)(F)F)n(C)c1=O	-3.0	0.5	24.5	-5.9
CC[C@H](Cn1nnc2ccccc2c1=O)NC(=O)C1CCCC(OC)C1 (stereo not given in full)	0.4	-0.1	2.8	13.6
CCN(CC)CCN(CC)Cc1cc([N+](=O)[O-])ccc1Cl	1.8	0.2	5.0	11.2
COc1ccc(-c2cc(C(=O)N3CCC(C)CC3)no2)cc1	-0.2	0.1	4.3	-49.9
Cc1onc(-c2ccccc2Cl)c1C(=O)Nc1ccc(F)cc1F	-0.9	-0.1	-0.7	4.8
O=C(NCc1cccnc1)c1ccc2c(Cl)c3c(nc2c1)CCCC3	0.4	0.0	5.2	-2.6

Remaining list, next part:
mol	GPR151 ag	FBW7 activator	MITF primary	TEAD-YAP block
CC(=O)N1N=C(c2ccc(C)cc2)CC1c1cn(-c2ccccc2)nc1-c1ccc(C)cc1 (stereo not given)	2.4	0.1	1.6	0.7
CCCSc1nnc2c(n1)OC(c1cc3c(cc1Br)OCO3)Nc1ccccc1-2 (stereo not given)	1.0	-0.1	4.6	-40.8
CN(C)C(CNc1ncccn1)c1ccccc1 (stereo not given)	0.3	-0.1	-7.0	-9.9
CCOC(=O)c1c(CN2CCOCC2)n(C)c2cc(Br)c(OC)cc12	1.1	-0.1	-3.9	11.2
O=C(NCc1ccc2c(c1)OCO2)NC1(C(F)(F)F)Oc2ccccc2O1	1.0	0.2	3.7	7.9
COc1ccc(CCNC(=O)c2csc(-c3cccc(N)c3)n2)cc1	2.0	0.4	0.9	5.8
O=C(NC1CC1)c1ccc(N2CC3CC(C2)c2cccc(=O)n2C3)c(NS(=O)(=O)c2ccc3c(c2)OCCO3)c1 (stereo not given)	-0.6	0.2	15.8	2.9
c1coc(-c2cnc3ccc(NC4CCOCC4)nn23)c1	-0.3	-0.2	-16.3	6.0
CCN(CC(=O)Nc1cc(Cl)ccc1C)CC(=O)Nc1ccccc1N1CCOCC1	-0.7	0.1	4.5	2.7
COc1ccc2[nH]c(CN3CCc4c(nc(N5CCCC5)[nH]c4=O)C3)c(C)c2c1	-1.6	0.1	5.2	10.1
COc1c(Cl)cc(Cl)cc1-c1nnc2cccc(Cl)n12	0.3	-0.1	3.4	-6.8
COC(=O)c1ccc(OC(=O)CSc2nc(C)cc(C)n2)cc1	1.4	0.0	0.3	2.8
Cc1cccc(OC(C)C(=O)NCc2ccc(F)cc2)c1 (stereo not given)	0.5	0.0	-17.8	0.0
COc1ccc(N2CCN(C(c3cccs3)C(C)NC(=O)c3ccncc3)CC2)cc1 (stereo not given)	0.5	-0.2	7.0	-1.5
CCCCN(CC)C(=O)c1ccc([N+](=O)[O-])cc1Cl	7.7*	-0.2	-18.1	4.1
COc1ccc(CCNC(=O)C(=O)NCCCOC(C)C)cc1	2.4	0.2	9.8	8.2
Cc1cccc(C)c1N(CC(=O)NC(C)C)S(C)(=O)=O	0.5	0.0	6.5	4.1
COc1ccc(Cl)cc1C(=O)NNC(=O)c1cccnc1	-0.4	-0.2	-1.4	-18.5
Cc1cccc(NC(=O)C(=O)NCC(C)O)c1C (stereo not given)	1.3	0.0	-0.7	-2.5
CCc1ccccc1N(C(=O)c1cccc(OC)c1)C1C=CS(=O)(=O)C1 (stereo not given)	0.6	-0.1	-7.0	4.9

Four entries from above, with two lines to a compound:
Results follow in this order: GPR151 ag | FBW7 activator | MITF primary | TEAD-YAP block
COC(=O)c1ccc(OC(=O)CSc2nc(C)cc(C)n2)cc1
 : 1.4 | 0.0 | 0.3 | 2.8
Cc1cccc(OC(C)C(=O)NCc2ccc(F)cc2)c1 (stereo not given)
 : 0.5 | 0.0 | -17.8 | 0.0
COc1ccc(N2CCN(C(c3cccs3)C(C)NC(=O)c3ccncc3)CC2)cc1 (stereo not given)
 : 0.5 | -0.2 | 7.0 | -1.5
CCCCN(CC)C(=O)c1ccc([N+](=O)[O-])cc1Cl
 : 7.7* | -0.2 | -18.1 | 4.1

The listing continues:
mol	GPR151 ag	FBW7 activator	MITF primary	TEAD-YAP block
O=C(COC(=O)CNC(=O)c1cccc(OC(F)F)c1)NCc1ccc2c(c1)OCO2	0.1	-0.1	-7.3	8.0
CCOC(=O)C1=C(C)N=c2s/c(=C/c3ccc(OC(C)=O)c(OC)c3)c(=O)n2C1c1cccs1 (stereo not given)	-0.6	0.0	-7.9	-2.7
CSc1nc(-c2ccccc2)nc(C(Cl)Cl)n1	0.4	-0.3	-2.1	5.2
Cc1nn(C)cc1CNc1nc(C)c(-c2ccn(C3CCOC3)n2)s1 (stereo not given)	-1.1	0.1	6.1	-1.7
O=C(NCCc1nnc2n1CCN(Cc1cccc3ccccc13)CC2)C1CCCO1 (stereo not given)	1.7	-0.1	-18.1	-4.8
C=CCNC(=O)COc1ccc([N+](=O)[O-])cc1	0.4	0.2	7.4	-4.2
Cc1cccc(OCC(=O)Nc2cc(C)c(C)cc2O)c1	-0.5	-0.1	98.0*	-2.5
O=C(c1cc(S(=O)(=O)N2CCCCC2)c[nH]1)N1CCCCCC1	0.6	-0.1	-5.7	-1.9
COC(=O)c1ccc(COc2ccc3c4c(c(=O)oc3c2)CCC4)cc1	1.4	0.0	6.6	-11.5
CC(C)c1ccc(C(=O)CSc2n[nH]c(-c3ccncc3)n2)cc1	1.0	-0.1	1.4	5.5
O=C1CCN(C(=O)c2ccc(NS(=O)(=O)c3cc(Cl)sc3Cl)cc2)CC1	-0.4	0.2	-1.4	-0.7
Cc1ccc(Cl)cc1S(=O)(=O)n1ccnc1C	1.2	0.1	5.6	4.0
CCCCCC(=O)NNS(=O)(=O)c1ccccc1	1.1	0.3	2.3	1.3
CCC[C@@H]1NC(=O)[C@H]2CN(C(=O)c3cccc4ccccc34)CCN2C1=O	-1.9	0.6	11.3	9.6
CCOC(=O)c1ccc(Nc2nnc(-c3cc4cccc(OCC)c4oc3=O)s2)cc1	0.2	-0.1	-6.1	-7.3
CC(=O)N(C)c1ccc(NC(=O)COc2ccc3ccccc3c2)cc1	1.6	-0.1	9.5	6.9
CC(C)COc1ccc(C(=O)N/C(=C\c2ccco2)C(=O)Nc2ccc(C(=O)O)cc2)cc1	-1.1	0.3	21.4	5.1
CC(C)(C)n1nc2c(c1NC(=O)COc1ccc(Cl)cc1)CSC2	0.4	0.0	1.8	2.4
COC1OC(CO)C(OCc2ccccc2)C(OC)C1NC(C)=O (stereo not given)	-0.2	1.2	11.6	-10.9

Bioassay records (PubChem)
